RXFP1 antag – antagonists of human relaxin receptor RXFP1; Q9HBX9; HEK293-RXFP1, relaxin-stimulated cAMP HTRF, 30 min; hits give low values; activity change, negative = inhibition, % at 57.5 µM; 0.59% of 350,000 active; AID 1259400;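 active = activity change of -60% or lower, but not beyond a set lower limit; inconclusive = change between -60% and -40%, or beyond the set limit; inactive = change above -40%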; note: % is set by controls: 0 for no effect and ±100 for the full control effect
D2 potentiator – D2 dopamine receptor (human) potentiation; P14416; potentiation, % at 10 µM; 0.34% of 340,000 active; HEK293 T-REx D2, calcium flux, EC20 dopamine potentiation;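 active = potentiation over 3 SD above the plate norm, cut at about 30% in these data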; note: 0% is about no effect
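Primary screen. Calcium kinetics in induced HEK293 T-REx D2 cells: compound pre-addition 180 s, EC20 dopamine, 180 s more.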
Vif-A3F inh – blocks the Vif interaction with APOBEC3F | 0.2% of 390,000 active | Potency, µM (titrated, usually from 46.1 µM), without a hit: at the top dose activity, negative = active | AID 602313 | HeLa A3F-eYFP + Vif (tagged APOBEC3F with the HIV-1 protein that degrades it), YFP fluorescence increase; note: potency is the fitted concentration of half-maximal effect; % of control where 0% means no effect; nearly all actives have a fitted effect of over 65% in size
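Fluorescence increase (Ex 488/Em 500-530) after overnight compound treatment at 37 deg C flags inhibition of Vif-driven A3F-eYFP loss in stable HeLa A3F-eYFP/Vif cells seeded overnight beforehand.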
D1 PAM – potentiators of human D1 dopamine receptor. AID 504651. P21728. HEK293 TREx D1 cells, calcium flux, dopamine EC20 potentiation. 0.036% of 360,000 active. potentiation, % at 10 µM; in the data active = potentiation above about 30%; note: 0% is about no effect
Target sequence (P21728 whole entry, looked up): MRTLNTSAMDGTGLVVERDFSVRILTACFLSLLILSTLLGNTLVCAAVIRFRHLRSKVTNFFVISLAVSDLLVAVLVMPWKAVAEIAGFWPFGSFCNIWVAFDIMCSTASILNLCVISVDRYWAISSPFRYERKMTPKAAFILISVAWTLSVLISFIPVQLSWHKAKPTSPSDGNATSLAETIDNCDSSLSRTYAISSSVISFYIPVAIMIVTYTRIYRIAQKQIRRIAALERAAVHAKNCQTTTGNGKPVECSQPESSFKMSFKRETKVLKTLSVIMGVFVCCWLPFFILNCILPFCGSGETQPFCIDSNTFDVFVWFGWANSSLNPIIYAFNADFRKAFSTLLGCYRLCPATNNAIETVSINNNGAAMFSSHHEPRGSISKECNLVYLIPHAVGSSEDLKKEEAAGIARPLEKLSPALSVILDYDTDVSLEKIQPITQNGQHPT
Vif-APOBEC3G blk – inhibitors of Vif-APOBEC3G interaction; Q9HC16; HeLa A3G-eYFP + Vif (tagged APOBEC3G with the HIV-1 protein that degrades it), YFP fluorescence, overnight; Potency, µM (top dose mostly 46.1 µM), for the others: at the highest dose activity, negative = active, usual class: inhibitors; 0.076% of 410,000 active;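 note: potency is the fitted concentration of half-maximal effect; % is set by controls: 0 for no effect and ±100 for the full control effect; nearly all actives have a fitted effect of over 60% in size; hits raise eYFP signal because A3G escapes Vif-driven loss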
Target sequence (Q9HC16 whole entry, looked up): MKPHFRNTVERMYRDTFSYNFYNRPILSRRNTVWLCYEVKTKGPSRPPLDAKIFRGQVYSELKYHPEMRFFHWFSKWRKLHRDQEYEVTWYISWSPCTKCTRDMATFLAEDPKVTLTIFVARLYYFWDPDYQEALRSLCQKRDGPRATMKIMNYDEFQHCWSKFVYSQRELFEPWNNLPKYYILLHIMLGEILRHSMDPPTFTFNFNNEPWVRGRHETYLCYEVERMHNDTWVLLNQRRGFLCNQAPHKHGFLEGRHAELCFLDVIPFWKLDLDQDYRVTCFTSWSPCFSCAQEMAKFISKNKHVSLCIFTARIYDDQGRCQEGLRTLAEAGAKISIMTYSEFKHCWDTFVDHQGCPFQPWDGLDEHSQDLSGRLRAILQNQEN
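Read-out is eYFP fluorescence (Ex 488/Em 500-530) from Vif-expressing HeLa A3G-eYFP cells; more signal means A3G escaped Vif-mediated degradation. Cells plated overnight, compound pinned in, incubated overnight at 37 deg C.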
D1 ag – activates the human D1 dopamine receptor | HEK293 T-REx D1 cells, calcium flux, agonist mode | AID 504660 | activation, % at 2 µM | P21728 | 1% of 360,000 active; in the data active = activation above about 30%; note: 0% is about no effect
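Inducible HEK293 T-REx D1 cells, force-coupled to calcium signalling, were plated at 4000 cells/well with tetracycline and held overnight at 30 C. After no-wash calcium dye loading, compound-evoked calcium rise over 180 s flagged agonists.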
D1 antagonist – blocks dopamine activation of the human D1 receptor. activity change, negative = inhibition, % at 10 µM. P21728. 3.2% of 360,000 active. AID 504652. HEK293 TREx D1 cells, calcium flux, dopamine EC80; hits give low values; in the data active = activity change below about -30%; note: % is set by controls: 0 for no effect and ±100 for the full control effect
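Cells carrying a force-coupled, tetracycline-inducible human D1 receptor report calcium flux. Each well gets a 10 s baseline, compound with 180 s monitoring, then an EC80 dopamine stimulus with a second 180 s kinetic read.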
GRP78 ERSR act – induces the endoplasmic reticulum stress response in human glioma cells | U87-MG GRP78 promoter luciferase reporter, 16 h | Potency, µM, inactives show top-dose activation, hits mostly activators | 0.02% of 420,000 active | AID 602332; note: potency is the fitted concentration of half-maximal effect; series mostly up to about 76 µM; % of control where 0% means no effect; nearly all actives have a fitted effect of over 35% in size
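Stably transfected U87-MG human glioma cells carrying a GRP78-based luminescent sensor were seeded at 1000 cells/well, pin-dosed with compounds and incubated 16 h. Luciferase reagent was then added, and end-point luminescence was read after 10 min at room temperature.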
RXFP1 agonist – RXFP1 (human) receptor agonism; 0.3% of 370,000 active; HEK293T-RXFP1 cAMP TR-FRET, 30 min; response scale: percent of porcine relaxin response, buffer zero; Potency, µM (titrated, usually from 57.5 µM), without a hit: top-dose activation, most hits filed as activators; note: potency is the fitted concentration of half-maximal effect; % is set by controls: 0 for no effect and ±100 for the full control effect; nearly all actives have a fitted effect of over 60% in size; many of its hits are not listed in these tables
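Agonist response is measured as cAMP accumulation in an RXFP1-transfected HEK293T line under PDE4 inhibition. Values are scaled between buffer-only and 29 nM porcine relaxin, and EC50s come from standard Hill equation fits.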
Numbers without * were called inactive; ? = inconclusive; · = no result given. Unless noted, calls come from the whole dose curve; as a rule, active = well fitted curve in the direction sought with a large enough effect; inconclusive = small, poorly fitted or top-dose-only effect, or another doubt; inactive = no such curve, though single readings can be large; an effect the other way counts as inactive or inconclusive.

The opening two entries as a preview:
SMILES	RXFP1 antag	D2 potentiator	Vif-A3F inh	D1 PAM	Vif-APOBEC3G blk	D1 ag	D1 antagonist	GRP78 ERSR act	RXFP1 agonist
CCOC(=O)c1ccc2nc(NC(=O)c3ccco3)sc2c1	-16	-8	6%	-7	2%	-2	7	-11%	1.5%
O=C(Nc1ccc(Cl)cc1)c1ccc2snnc2c1	0	-15	7%	-9	2%	15	-24	0%	1.5%

The list itself, previewed entries included:
SMILES	RXFP1 antag	D2 potentiator	Vif-A3F inh	D1 PAM	Vif-APOBEC3G blk	D1 ag	D1 antagonist	GRP78 ERSR act	RXFP1 agonist
CCOC(=O)c1ccc2nc(NC(=O)c3ccco3)sc2c1	-16	-8	6%	-7	2%	-2	7	-11%	1.5%
O=C(Nc1ccc(Cl)cc1)c1ccc2snnc2c1	0	-15	7%	-9	2%	15	-24	0%	1.5%
Cc1ccc2c(c1)C(=NC1CCCCC1)c1cc3ccccc3nc1-2	4	3	-7%	-6	-6%	2	-5	2%	4.7%
CCOc1ccccc1N(CC(=O)N1CCCCCC1)S(C)(=O)=O	-1	13	-5%	0	-3%	-2	16	0%	2.3%
O=C(CSC(=S)N1CCCC1)NCCc1ccccc1	-16	-3	-13%	-6	-1%	2	14	-3%	0.0%
COc1ccc2nc(-n3c(C)ccc3C)sc2c1	-10	3	-21%	-1	0%	2	-18	3%	-1.4%
CSc1nccc(-c2nn(-c3ccc(C)cc3)ccc2=O)n1	8	0	-15%	-7	?	1	-27	-1%	6.6%
COc1ccc(OC)c(S(=O)(=O)NCCCN2CCCC2=O)c1	9	6	0%	-2	1%	1	-27	-2%	-0.4%
COc1cc(NC(=O)Cn2cc(S(=O)(=O)c3ccccc3)c(=O)c3ccccc32)cc(OC)c1	·	-17	-2%	-1	-2%	0	4	1%	11%
CC12CCC(C(=O)N(CSC(=S)N/N=C\c3ccccc3)C1=O)C2(C)C (configuration not stated)	15	8	7%	0	1%	5	1	8%	0.0%
COc1ccc(OC)c(C2=NOC(C(=O)Nc3cccnc3)C2)c1 (configuration not stated)	-22	·	-4%	-9	0%	1	-25	-3%	1.7%
COc1ccc(NC(=O)CSc2nccn2Cc2ccc(F)cc2)cc1	7	·	-5%	4	-1%	4	7	5%	-0.2%
Cc1ccc(C(=O)NCC(=O)OCC(=O)NCC(F)(F)F)cc1	0	1	7%	-8	-3%	2	-4	12%	1.0%
COc1ccc(-c2cc3ccccc3n2CC(O)CNC(CO)(CO)CO)cc1 (configuration not stated)	-23	21	-2%	9	-10%	4	3	4%	-0.7%
Cc1ccc(CNC(=O)CSc2c(C(C)C)cnc3c2c(=O)n(C)c(=O)n3C)cc1	-20	11	1%	5	0%	2	7	-3%	-1.6%
O=C(CN1CCN(c2nc(-c3ccccc3)cs2)CC1)NNC(=O)c1ccco1	-31	2	-1%	-3	1%	0	6	-3%	0.5%
CC1(C)Cc2ccccc2C(/C(=N\Nc2cccc(Cl)c2)C(N)=O)=N1	?	-16	2%	1	2%	4	3	-1%	-0.1%
O=C(CSc1nnc(Nc2ccccc2)s1)NCCN1C(=O)CSC1=O	-15	-22	-12%	4	1%	2	14	-1%	1.0%
COc1ccccc1N(CC1CO1)S(=O)(=O)c1ccccc1 (configuration not stated)	21	2	-14%	-1	-7%	1	1	-4%	-0.2%
Brc1ccc(-c2ccc(/C=N/Nc3nc4ccccc4[nH]3)o2)cc1	-5	0	-13%	-2	0%	8	-7	11%	1.0%
CCCCn1c(=O)c2oc3ccccc3c2n(CC(=O)Nc2ccccc2OC)c1=O	15	3	-15%	2	-2%	4	3	-2%	11%
Cc1nc(SCC(=O)NCCc2ccccc2)nc(C)c1C	5	1	·	2	-3%	1	-6	-6%	0.3%
CC1CCCN(S(=O)(=O)c2ccc(S(=O)(=O)NC(C)c3cccs3)cc2)C1 (configuration not stated)	21	·	-5%	-4	3%	3	-1	-3%	3.3%
CCn1c(=O)cc(SCC(=O)N2CCN(C3CCCCC3)CC2)c2ccccc21	35	-13	-1%	-4	0%	4	-24	3%	6.0%
CCOc1cc(C)c(S(=O)(=O)NCCCn2ccnc2)cc1C	2	-2	0%	4	9%	4	-29	-5%	1.0%

(continued)
SMILES	RXFP1 antag	D2 potentiator	Vif-A3F inh	D1 PAM	Vif-APOBEC3G blk	D1 ag	D1 antagonist	GRP78 ERSR act	RXFP1 agonist
CCOC(=O)c1sc(NC(=O)c2cc3nc(-c4ccccc4)cc(C(F)(F)F)n3n2)c(C(=O)OCC)c1C	·	0	0%	-4	-6%	0	-21	1%	-0.6%
COc1ccc(/C=C/CN2CCC(n3nccc3NC(=O)C3CCCC3)CC2)cc1	1	-2	-10%	-2	0%	7	3	-2%	0.0%
Cc1cccc(OCC(=O)N2CCN(C(=O)c3ccc([N+](=O)[O-])cc3)CC2)c1	-19	-6	-4%	-1	0%	0	0	-3%	1.5%
CC(=O)Nc1cccc(C(=O)OCC(=O)N2CCC(c3ccccc3)=N2)c1	-5	7	1%	-3	0%	9	3	1%	0.3%
O=C(Nc1nncs1)Oc1ccccc1	-3	·	-5%	6	0%	0	-14	-2%	-1.1%
c1ccc(C2C3=C(Nc4ncnn42)c2ccccc2CCC3)cc1 (configuration not stated)	-5	-12	-8%	2	1%	-1	13	-3%	0.9%
O=C(NC1CCCCC1)N(Cc1ccc(F)cc1)Cc1nc2ccccc2c(=O)[nH]1	5	-11	-10%	11	1%	1	35	-4%	1.2%
Cc1nc(-c2ccc(Cl)cc2)sc1CCNC(=O)Cc1ccc(F)cc1	-20	-1	4%	-4	-1%	12	-1	-1%	-1.1%
O=C1CN(C(=O)COC(=O)c2ccccc2NCc2ccco2)c2ccccc2N1	15	-7	-5%	3	-2%	2	-2	-3%	3.3%
CCCCNC(=O)Nc1cc(C(=O)OC)ccc1C	0	11	9%	-1	0%	0	7	-2%	0.1%
CCCc1cc(=O)n2[nH]c(-c3ccccc3)cc2n1	-3	-4	5%	-3	-1%	-2	-8	-5%	-3.3%
O=C(c1cc2ccccc2cc1O)N1CCCC1	10	-10	1%	-4	0%	3	20	-5%	0.0%
COc1cc(OC)cc(C(=O)OC(C)C(=O)NC2CCCc3ccccc32)c1 (configuration not stated)	9	2	-7%	-2	-13%	5	2	1%	2.2%
CC(C)CCn1cnc2c(c1=O)c1nc3ccccc3nc1n2Cc1ccc2c(c1)OCO2	-15	-14	-1%	-6	-1%	4	-13	-3%	-0.4%
CN1CCN(C(c2ccccn2)c2cc(Cl)c3cccnc3c2O)CC1 (configuration not stated)	2	24	-5%	6	1%	5	3	-2%	0.2%
COc1ccc(CNC(=O)CCc2c(C)c3cc4c(C)c(C)oc4cc3oc2=O)cc1	-1	10	1%	-1	7%	0	-36*	3%	15%
O=C(NCC1CC1)C1CCCN(S(=O)(=O)c2ccc(-n3cnnn3)cc2)C1 (configuration not stated)	11	14	-6%	0	1%	1	-2	-6%	-1.6%
COc1ccc(C(=O)O)cc1S(=O)(=O)N(C)CCc1cccnc1	-2	-2	1%	7	-1%	2	-9	-6%	0.2%
CCN(CC)C(=O)c1c(-c2ccccc2)oc2ccc(OC)cc12	-16	-2	-6%	-5	3%	6	11	-3%	1.4%
O=S(=O)(NN1CCOCC1)c1cc(Cl)cc(Cl)c1O	3	-3	-7%	-14	1%	1	-6	-1%	0.3%
CC1CCCCN1CCNS(=O)(=O)c1ccc2c(c1)oc(=O)n2C (configuration not stated)	-2	-15	2%	-4	-1%	4	-16	-2%	-1.2%
CN(C)c1nc(N)nc(CSc2ccccn2)n1	-7	-3	-4%	-2	0%	0	8	-1%	5.0%
CCc1ccccc1N(C(=O)c1snc(C(N)=O)c1N)C(C(=O)NCC1CCCO1)c1ccc(N(C)C)cc1 (configuration not stated)	-24	-6	0%	2	-1%	1	11	-2%	?
Cc1ccc(N(CC(=O)N2CCCCC2)S(=O)(=O)c2ccc(C)cc2)cc1	9	6	-4%	0	-13%	1	2	-2%	-0.8%
Cn1c(Cc2ccccc2)nnc1SCC(=O)NCCc1ccccc1	-7	-17	7%	-2	1%	0	-7	-3%	-1.2%

(listing goes on)
SMILES	RXFP1 antag	D2 potentiator	Vif-A3F inh	D1 PAM	Vif-APOBEC3G blk	D1 ag	D1 antagonist	GRP78 ERSR act	RXFP1 agonist
COc1cc(C(C)=O)ccc1COc1ccc(C(=O)OCC(N)=O)cc1OC	0	3	-2%	3	0%	8	-8	-2%	0.5%
O=S(=O)(Nc1cccc(Cl)c1)c1ccc2oc(=S)[nH]c2c1	-18	0	3%	-9	-7%	2	6	2%	0.2%
O=C(c1ccccc1)N(Cc1nc2ccccc2c(=O)[nH]1)C1CCCC1	-21	-8	-1%	-7	-3%	4	-5	-5%	2.2%
Cc1oc2c(C)c3oc(=O)c(CCC(=O)NCCCN4CCOCC4)c(C)c3cc2c1C	·	·	2%	-1	1%	0	4	-2%	5.3%
CC(C)[C@H](NC(=O)[C@@H]1Cc2ccccc2CN1C(=O)OC(C)(C)C)C(=O)NCc1ccco1	-2	6	?	-6	-1%	2	-23	-3%	1.3%
CN1CC2(C)OC(=O)C(Cl)=C2CC1c1ccccc1 (configuration not stated)	15	0	-20%	-6	1%	3	-55*	-4%	1.1%
O=C(Cc1ccc(-n2c(=O)c3ccccc3n(CC(=O)Nc3ccc(F)cc3F)c2=O)cc1)NCc1ccco1	-5	4	1%	11	0%	6	3	-4%	2.7%
Cc1ccc2c(c1)C1CN(C)CCC1N2C(=O)c1ccc(Cl)c(S(=O)(=O)N2CCOCC2)c1 (configuration not stated)	3	-8	-8%	-5	0%	2	-45*	-3%	-1.0%
O=C(COC(=O)c1ccccn1)NCCCc1ccccc1	13	·	3%	0	0%	2	-3	-3%	2.0%
COc1ccc(-c2ccnc3c(C#N)cnn23)cc1	7	-4	12%	-11	0%	1	-22	-1%	9.4%
Cc1ccc(N(Cc2cc(=O)[nH]c3ccccc23)C(=O)C(C)C)cc1	0	-1	2%	2	0%	1	12	-3%	1.7%

At a glance, part of the list above.
SMILES	RXFP1 antag	D2 potentiator	Vif-A3F inh	D1 PAM	Vif-APOBEC3G blk	D1 ag	D1 antagonist	GRP78 ERSR act	RXFP1 agonist
CC(=O)Nc1cccc(C(=O)OCC(=O)N2CCC(c3ccccc3)=N2)c1	-5	7	1%	-3	0%	9	3	1%	0.3%
O=C(Nc1nncs1)Oc1ccccc1	-3	·	-5%	6	0%	0	-14	-2%	-1.1%

From PubChem BioAssay

A portion of the library. The share of hits here may be higher or lower than overall.
